EPAC2 agonist: qHTS for Agonist of cAMP-regulated guanine nucleotide exchange factor 4 (EPAC2): primary screen | EPAC2 activation, biochemical qHTS; response scale: 100% = 6.5 mM cAMP response | Potency, µM (doses to about 154 µM), without a hit: at the highest dose activation, usual class: activators | actives 0.079% (n = 360,000) | AID 720711, 2013; note: potency is the fitted concentration of half-maximal effect; nearly all actives have a fitted effect of over 50% in size
Target sequence (Q8WZA2 whole entry, looked up): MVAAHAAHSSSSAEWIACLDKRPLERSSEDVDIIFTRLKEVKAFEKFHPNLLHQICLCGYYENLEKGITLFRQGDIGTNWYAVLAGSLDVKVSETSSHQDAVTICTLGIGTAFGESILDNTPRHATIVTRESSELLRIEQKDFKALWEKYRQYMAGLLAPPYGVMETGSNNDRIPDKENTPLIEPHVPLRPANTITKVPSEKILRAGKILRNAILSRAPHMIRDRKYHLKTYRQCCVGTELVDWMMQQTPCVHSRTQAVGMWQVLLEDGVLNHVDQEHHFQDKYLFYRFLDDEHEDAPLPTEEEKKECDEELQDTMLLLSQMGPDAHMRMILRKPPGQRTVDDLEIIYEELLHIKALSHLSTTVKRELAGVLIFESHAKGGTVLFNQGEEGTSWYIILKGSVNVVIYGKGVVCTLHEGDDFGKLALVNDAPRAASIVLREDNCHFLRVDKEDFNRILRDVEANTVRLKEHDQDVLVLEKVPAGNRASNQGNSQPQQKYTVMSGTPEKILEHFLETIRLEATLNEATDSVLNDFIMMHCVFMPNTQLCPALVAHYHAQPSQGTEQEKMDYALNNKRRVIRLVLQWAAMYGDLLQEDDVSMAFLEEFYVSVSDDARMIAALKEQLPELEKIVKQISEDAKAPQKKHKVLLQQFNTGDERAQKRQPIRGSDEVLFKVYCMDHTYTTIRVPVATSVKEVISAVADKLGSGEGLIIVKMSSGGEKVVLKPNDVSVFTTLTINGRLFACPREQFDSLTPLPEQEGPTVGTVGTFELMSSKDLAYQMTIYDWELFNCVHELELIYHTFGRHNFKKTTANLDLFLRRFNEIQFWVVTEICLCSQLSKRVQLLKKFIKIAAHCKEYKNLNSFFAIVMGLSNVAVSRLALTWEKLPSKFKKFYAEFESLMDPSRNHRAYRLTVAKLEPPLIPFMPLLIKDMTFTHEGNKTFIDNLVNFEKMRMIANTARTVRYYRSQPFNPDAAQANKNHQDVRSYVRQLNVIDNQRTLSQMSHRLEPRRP
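Fluorescence exchange assay: 100 nM EPAC2 with 250 nM RAP1B-BODIPY-GDP and 50 uM GDP; compounds tested as a concentration-titration series (qHTS). Loss of Rap1-bound BODIPY-GDP fluorescence read at 480/540 nm; data normalized to 6.5 mM cAMP.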
DRD3 agonist: qHTS of D3 Dopamine Receptor Agonist: qHTS; actives 0.58% (n = 410,000); D(3) dopamine receptor (Homo sapiens), P35462; max activation, %; D3R DiscoveRx beta-arrestin cells, luminescence, 90 min; in the data active = max activation above about 30%; note: 0% is about no effect; mostly tested at two doses, the higher about 12 µM
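Cells at 1500/well, incubated overnight, then treated with pinned compounds (dopamine as control) for 90 min at 37 degrees C. DiscoveRx reagent added for 30 - 60 minutes at room temperature; luminescence read.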
TDP-43 yeast inh: qHTS of TDP-43 Inhibitors; Potency, µM (highest dose often 46.1 µM), without a hit: top-dose growth rescue (activation), hits mostly activators; TDP-43 expressing yeast growth rescue, BacTiter-Glo, 24 h; AID 652104, 2013; actives 1.8% (n = 410,000); note: potency is the fitted concentration of half-maximal effect; % of control where 0% means no effect; nearly all actives have a fitted effect of over 50% in size
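Cell-based yeast growth screen: TDP-43 expression induced in galactose, inoculum OD600=0.02 after raffinose pregrowth to mid-log. Read-out BacTiter-Glo luminescence at 24 hr, 30 deg C; inhibition of toxicity seen as signal increase.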
DRD3 antagonist: qHTS of D3 Dopamine Receptor Antagonist: qHTS; D(3) dopamine receptor (Homo sapiens), P35462; D3R cells, DiscoveRx beta-arrestin luminescence, antagonist mode; hits give low values; max response, negative = inhibition, %; actives 2.5% (n = 360,000); in the data active = max response below about -50%; inconclusive = no clear call, values can overlap the other calls; note: % is set by controls: 0 for no effect and ±100 for the full control effect; mostly tested at two doses, the higher about 12 µM
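Cells plated overnight at 1500 cells/well, then exposed to library compounds with dopamine controls for 90 minutes at 37 degrees C. DiscoveRx reagent added for 30–60 minutes at room temperature; luminescence read, quantitative HTS format.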
FUS yeast rescue: qHTS for Suppressors of FUS Proteinopathy: Primary screen using FUS-linked yeast assay. S. cerevisiae FUS-expressing, growth rescue, OD600, 24 h. Potency, µM (doses to about 76.6 µM), for the others: at the highest dose growth rescue (activation), hits mostly activators. actives 0.24% (n = 390,000). AID 1347120, 2019;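 note: potency is the fitted concentration of half-maximal effect; plate controls were DMSO vehicle for no effect and reference control for full effect; nearly all actives have a fitted effect of over 55% in size; some results filed as inactive show a strong effect at the top dose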
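Read-out: OD at 600 nm after 24hr at 30C, reporting rescue of FUS-induced yeast toxicity. Cells at OD 0.005 in galactose (2%) minimal medium; compounds tested in a dilution series; CP55940 titration from 92uM final as control.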
aSyn yeast inh: qHTS of alpha-syn Inhibitors; actives 0.14% (n = 370,000); AID 652106, 2013; Potency, µM (series often up to 46.1 µM), inactives show top-dose growth rescue (activation), actives largely listed as activators; Yeast expressing alpha-synuclein, growth rescue, BacTiter-Glo, 24 h; note: potency is the fitted concentration of half-maximal effect; % of control where 0% means no effect; nearly all actives have a fitted effect of over 65% in size
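Readout is rescue of growth in alpha-synuclein-expressing yeast, so inhibitors of toxicity appear as activators. Growth after 24 hr at 30 deg C in galactose medium is quantified by luminescence.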
EPAC2 antag: qHTS for Antagonist of cAMP-regulated guanine nucleotide exchange factor 2 (EPAC2): primary screen. Potency, µM (titrated, usually from 114 µM), inactives show at the top dose activity, negative = inhibition, most hits filed as inhibitors. actives 0.18% (n = 360,000). EPAC2 GEF exchange of Rap1B-BODIPY-GDP, fluorescence. Rap guanine nucleotide exchange factor 4 (Homo sapiens), Q8WZA2. AID 720708, 2013; note: potency is the fitted concentration of half-maximal effect; % is set by controls: 0 for no effect and ±100 for the full control effect; nearly all actives have a fitted effect of over 45% in size; many of its hits are not listed in these tables
Abeta yeast res: qHTS for compounds that reverse cellular toxicity of Amyloid beta (A-beta) peptide in yeast: Primary Screen | actives 0.063% (n = 410,000) | Potency, µM (highest dose often 46.1 µM), inactives show at the top dose growth rescue, most hits filed as activators | AID 1347071, 2019 | yeast expressing A-beta42, growth rescue, OD600, 48 h; response scale: 0% DMSO, 100% iron-clioquinol control; note: potency is the fitted concentration of half-maximal effect; nearly all actives have a fitted effect of over 55% in size
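Yeast growth medium received pinned compounds, then yeast cells expressing toxic A-beta were added; plates incubated at 30 C for 48 hr. Growth read as absorbance at 600 nm, normalized to DMSO and equimolar FeCl3 plus clioquinol controls.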
Numbers without * were called inactive; ? = inconclusive; / = no result given; [ ] = remark or other dose. Unless noted, calls come from the whole dose curve; as a rule, active = well fitted curve in the direction sought with a large enough effect; inconclusive = small, poorly fitted or top-dose-only effect, or another doubt; inactive = no such curve, though single readings can be large; an effect the other way counts as inactive or inconclusive. Not all compounds are listed. The share of hits here may be higher or lower than overall.

Each structure is followed by: EPAC2 agonist, DRD3 agonist, TDP-43 yeast inh, DRD3 antagonist, FUS yeast rescue, aSyn yeast inh, EPAC2 antag, Abeta yeast res
- COc1ccc(OCCn2cc(C(=O)c3ccco3)c3ccccc32)cc1
  /, -2.3, 17.8µM*, /, 25.4%, /, /, ?
- CCCCNC(=O)c1cc2c(=O)n3cccc(C)c3nc2n(Cc2ccccc2)c1=N
  -12.1%, -11.5, -7.9%, -1.5, 6.1%, 1.5%, -15.0%, 17.3%
- COCCCN1C(=O)C(=O)/C(=C(/O)c2ccc(S(=O)(=O)N3CCCCC3)cc2)C1c1ccc(OC)cc1 (stereo unspecified)
  -5.0%, -2.2, 0.7%, -15.9, 8.6%, -0.1%, -0.4%, -10.1%
- Cc1ccc(C)c(Cn2cc(CCC(=O)NC3CCCCC3)c3ccccc32)c1
  /, -0.6, 15.7%, /, -16.2%, /, /, -3.5%
- CC(c1ccccc1)C1CC(=O)N(CC(=O)O)C1=O (stereo unspecified)
  10.1%, 6.0, -10.4%, 7.9, -1.4%, -13.6%, -0.9%, 11.1%
- CN(C)S(=O)(=O)c1cccc(NC(=O)CSc2nc3ccccc3[nH]2)c1
  3.3%, 0.4, 15.3%[9.22 µM], 14.4, -1.9%, 1.4%, 0.8%, 6.3%
- Cc1nc(C(=O)NC(C)C)nn1-c1cc(Cl)cc(Cl)c1
  5.6%, -2.6, -11.1%, 1.0, 0.7%, -3.7%, 10.0%, -5.1%
- c1ccc2c(c1)[nH]c1c(N3CCC4(CC3)OCCO4)ncnc12
  2.7%, 8.5, 8.2%, 70.7, 8.0%, -4.5%, -4.0%, 10.3%
- CC(C)NC(=O)C1CCN(C(=O)c2cc3sccc3n2Cc2ccc(F)cc2)CC1
  4.4%, 8.5, -16.9%, ?, -6.4%, -0.3%, 11.3%, 0.8%
- CCN1CCN(C(=O)c2ccccc2NC(=O)c2ccc(Cl)cc2)CC1
  2.1%, -20.0, 20.2%, -14.1, /, -1.8%, 10.5%, 5.0%
- COc1ccc(Cl)cc1-c1noc([C@@H]2O[C@H](CO)[C@H](O)[C@H](O)[C@H]2O)n1
  -11.0%, -1.7, 19.8%, 0.0, -5.8%, -0.5%, 5.3%, -1.6%
- CC1C(=O)N2CCCc3cc(S(=O)(=O)NCc4ccc(Cl)cc4)cc1c32 (stereo unspecified)
  2.4%, -0.1, 1.6%, 0.0, 23.2%, 9.6%, -0.8%, -3.6%
- Cc1ccc(C)c(N2CCN(CCCNC(=O)Cn3cc4c(n3)CCC(C)C4)CC2)c1 (stereo unspecified)
  6.1%, -11.0, 6.1%, -60.4*, -13.6%, 8.8%, -9.6%, 10.0%
- Cc1c(C(=O)N2CCOCC2)c(S(=O)(=O)Nc2ccc(Br)cc2F)c(C)n1C
  -4.6%, -6.2, -6.1%, -9.4, -12.7%, 7.9%, 1.5%, -7.1%
- Cc1ccc(NC2CCCN(C(=O)CCC(=O)c3ccccc3)C2)cc1C (stereo unspecified)
  10.9%, -13.9, -3.7%, -14.5, ?, 14.2%, -1.1%, -24.3%
- N#Cc1ccc(OCc2noc(-c3ccsc3)n2)cc1
  5.9%, -3.6, -6.4%, -10.8, 0.1%, -6.2%, 1.7%, -20.1%
- CC(=O)c1c(C)nc(-c2ccccc2)nc1NC(=O)C(C)C
  -6.0%, -7.9, -6.3%, 3.9, 11.5%, -1.4%, 11.9%, 4.3%
- CC(C)(C)OC(=O)NCCCC[C@H](NC(=O)c1[nH]cnc1C(=O)Nc1ccccc1)C(=O)OC(C)(C)C
  -5.9%, -8.0, 3.4%, 22.1, ?, -6.1%, -24.8%, 7.3%
- O=[N+]([O-])c1ccc(COc2cccc(CNc3ccc(F)cc3)c2)cc1
  10.3%, -10.7, 19.9%, ?, /, -1.0%, -1.9%, -2.4%
- CCCNC(=O)C1(C)CCCN(C(=O)/C=C/c2ccccc2)C1 (stereo unspecified)
  2.7%, -13.8, 1.2%, 0.0, -15.5%, -13.5%, 2.5%, 16.7%
- Cc1sc2nc(C(C)C)nc(SCC(=O)N3c4ccccc4CC3C)c2c1C (stereo unspecified)
  -4.3%, 2.1, ?, 27.1, /, 10.8%, -0.3%, 21.7%
- CCCNC(=O)C(=O)Nc1ccc2c(c1)N(S(=O)(=O)c1cccs1)CCC2
  0.7%, -12.1, 15.2%, -3.0, -7.9%, -3.4%, 10.4%, 1.0%
- CCOc1ccc(NC(=O)COC(=O)c2ccc3ncsc3c2)cc1OCC
  -4.8%, 1.5, 19.2%, 3.6, 25.6%, -2.2%, 11.8%, -16.3%
- Cc1c(C(=O)N2CCCC2)oc2c1-c1nn(CC(=O)NCc3ccccc3Br)cc1CC2
  /, 12.1, 29.3%, /, 20.3%, /, /, 14.3%
- N#Cc1ncc(C(F)(F)F)cc1Sc1ccc(N)cc1
  5.2%, 1.2, 14.1µM*, 8.2, 1.7%, 6.6%, 5.9%, ?
- CN(C(=O)c1c2c(nc3ccccc13)C(=O)N(C1CCCCC1)C2)c1ccc(F)cc1
  /, 4.0, -6.1%, /, 13.9%, /, /, -22.8%
- N#Cc1nc(-c2cccc(Cl)c2)oc1NCc1cccnc1
  3.2%, 0.4, 8.8%, -15.2, 6.1%, 4.7%, -6.0%, 19.2%
- COc1ccccc1C(=O)ON=C1c2ccccc2-c2ccccc21
  10.9%, 2.7, -7.9%, 2.4, 28.6%, -3.8%, -1.1%, -9.9%
- O=C(CN(Cc1ccc(F)cc1)C(=O)CNS(=O)(=O)c1ccccc1)NCC1CCCO1 (stereo unspecified)
  9.4%, 3.1, 6.2%, 3.4, 15.9%, 1.4%, 0.4%, 3.9%
- O=C(CSc1ccc([N+](=O)[O-])cc1)Nc1nnc(C2CC2)s1
  9.5%, -2.5, -15.8%, 12.7, 11.9%, -2.5%, -8.0%, -4.6%

A second format for part of the listing above:
> Cc1c(C(=O)N2CCCC2)oc2c1-c1nn(CC(=O)NCc3ccccc3Br)cc1CC2
  EPAC2 agonist: /
  DRD3 agonist: 12.1
  TDP-43 yeast inh: 29.3%
  DRD3 antagonist: /
  FUS yeast rescue: 20.3%
  aSyn yeast inh: /
  EPAC2 antag: /
  Abeta yeast res: 14.3%

> N#Cc1ncc(C(F)(F)F)cc1Sc1ccc(N)cc1
  EPAC2 agonist: 5.2%
  DRD3 agonist: 1.2
  TDP-43 yeast inh: 14.1µM*
  DRD3 antagonist: 8.2
  FUS yeast rescue: 1.7%
  aSyn yeast inh: 6.6%
  EPAC2 antag: 5.9%
  Abeta yeast res: ?

(continued)
Each structure is followed by: EPAC2 agonist, DRD3 agonist, TDP-43 yeast inh, DRD3 antagonist, FUS yeast rescue, aSyn yeast inh, EPAC2 antag, Abeta yeast res
- Cn1cnc2c(cnn2C)c1=O
  5.4%, 4.0, -11.2%, 5.9, -19.7%, -10.4%, -2.1%, -19.0%
- O=C(CCCOc1ccc(Cl)cc1)Nc1ccc(N2CCOCC2)cc1
  10.8%, 2.9, -17.6%, -4.0, 36.5%, -8.7%, 15.1%[57.1 µM], -11.8%
- CCN(c1ccccc1)S(=O)(=O)c1ccc(OC)c(NC(=O)CNCCc2ccccc2)c1
  16.0%, -15.6, -1.4%, 0.3, 26.5%, 0.6%, -4.9%, -8.5%
- NS(=O)(=O)c1ccc(N2N=C(c3ccccc3)CC2c2cccc(Br)c2)cc1 (stereo unspecified)
  10.0%, 47.4*, 13.9%, 20.7, 42.1%, ?, -8.9%, 13.0%
- COc1ccc(S(=O)(=O)N(C)C2CCS(=O)(=O)C2)cc1OC (stereo unspecified)
  3.4%, 5.6, -18.6%, 22.2, 33.9%, -1.2%, -4.1%, -2.7%
- CCOc1ccc(S(=O)(=O)N(C)CC(=O)N2CCN(CC)CC2)cc1
  4.1%, -18.1, -13.9%, -21.7, 2.3%, -0.2%, 0.5%, -11.4%
- CCOc1ccc(NS(=O)(=O)c2ccc(C(=O)NCc3cccnc3)cc2)cc1
  11.5%, 1.5, -4.3%, 0.0, 3.9%, -3.9%, -2.2%, -0.7%
- CC1(C(=O)NS(=O)(=O)c2ccc(C#N)cc2)CCN1C(=O)C1CCCCC1 (stereo unspecified)
  0.0%, 2.6, 23.1%, 22.1, -14.1%, -0.9%, -11.1%, -2.0%
- CC1=C(c2ccc(C)cc2)S(=O)(=O)N=C1N1CCN(c2ccccc2)CC1
  /, 0.0, 0.0%, /, 0.4%, /, /, -11.4%
- CCN(CC(=O)Nc1ccc(OC)cc1)CC(=O)Nc1sc2c(c1C(=O)OC)CCCC2
  2.3%, -0.7, 0.0%, 13.9, ?, 20.9%, -11.0%, -11.5%
- Cc1ccc(C)c(N(C(=O)Cc2cccs2)C(C(=O)NC2CCCC2)c2ccc(C)o2)c1 (stereo unspecified)
  11.3%, -13.6, -10.1%, 26.9, -6.6%, -2.6%, -5.9%, 7.3%
- CCOc1ccc(N(CC(=O)NCc2ccc(F)cc2)C(=O)CCC(=O)Nc2nccs2)cc1
  2.8%, -27.1, -13.8%, -16.1, 18.7%, 0.0%, -2.7%, 1.7%
- CCCC(=O)NCc1nc2cccnc2n1Cc1ccc(F)cc1
  /, -23.9, -6.4%, /, -17.5%, /, /, -15.2%
- Cc1cc(C(=O)Nc2c(C)nn(Cc3c(Cl)cccc3Cl)c2C)no1
  2.1%, 0.5, -12.9%, 15.5, 11.9%, 5.9%, 1.4%, -1.4%
- CCc1ccc(CN(C)CC(=O)Nc2ccccc2[N+](=O)[O-])cc1
  6.3%, 1.8, 10.3%, 10.8, /, -1.6%, 3.9%, 15.0%
- Cc1cc(Br)ccc1NC(=O)CN(C)C(=O)Cn1c(=O)cnc2ccccc21
  0.0%, -0.5, 4.9%, 1.2, 2.5%, 3.4%, 3.4%, 1.1%
- O=C(N/N=C/c1ccc(O)cc1)c1cc[n+](Cc2ccccc2)cc1
  9.1%, -3.1, 6.9%, ?, 6.8%, -13.0%, 9.7%, -15.7%
- O=S(=O)(Cc1ccccc1)N1CCc2ccccc2C1
  4.9%, 4.9, -13.8%, 12.8, -13.9%, 1.1%, 1.6%, 18.4%

Assay outcomes deposited in PubChem BioAssay by National Center for Advancing Translational Sciences (NCATS).
